High-throughput results as filed in PubChem BioAssay.
E coli Lon inh: inhibitors of E. coli Lon protease; P0A9M0; purified E. coli Lon protease, fluorescence polarization; inhibition, % at 7.94 µM; 0.42% of 360,000 active; AID 602123; in the data active means inhibition above about 13%, passing the limit was not always enough;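 further: 0% = enzyme with probe and DMSO and 100% = no enzyme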
MT1-MMP act inh: inhibitors of human MT1-MMP activation | P50281 | HT1080 RFP-PRO-GFP cells, GFP/RFP ratio fluorescence, overnight; percent of plate control window, DMSO zero | GFP/RFP ratio change, % at 20 µM | 0.061% of 360,000 active;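 active means GFP/RFP ratio change of at least 30% with cell ATP level not reduced by more than half and red fluorescence within 50% of control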; further: strong numbers were not always called active
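Test system: HT1080 RFP-PRO-GFP cells; Benchmarks: DMSO and RFP-L50D-GFP cell wells; Timing: cells overnight before dosing, compound overnight, 37 °C, 5% CO2; Compound: one 20 µM compound dose with 1% DMSO; Read-out: GFP/RFP fluorescence ratio.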
NRP1-CendR mod: modulators of CendR peptide binding to human neuropilin-1; O14786; FAM-RPARPAR peptide binding to NRP-1, fluorescence polarization; inhibition, % at 25 µM; 0.85% of 360,000 active;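 active means inhibition or corrected inhibition above about 18%, plus a signal ratio from 0.5 to 1.5, limit read from the data, passing the limit was not always enough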; further: strong numbers were not always called active
TbMetRS inhib: Trypanosoma brucei MetRS inhibition; purified T. brucei MetRS, ATP depletion, Kinase-Glo luminescence; inhibition, % at 11.9 µM; 0.4% of 360,000 active;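 active means inhibition above a per-plate cutoff of the control wells' mean inhibition plus 3 SD, cut at about 5.5% in these data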;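 further: 0% = DMSO wells median and 100% = median of wells with control inhibitor compound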
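Material: T. brucei methionyl-tRNA synthetase, purified; reagent: substrates ATP, L-methionine and bulk Escherichia coli tRNA; dosing: 11.9 µM single point; timing: 15 min plus 2 h at 25 °C; detection: luminescence of leftover ATP; evaluation: % inhibition; control set: DMSO-only wells as low control; replicates: singlicate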
FAS TE block: inhibitors of human fatty acid synthase thioesterase domain; 0.67% of 360,000 active; AID 602261; inhibition, % at 15 µM; recombinant FAS-TE, OMFH fluorogenic substrate, fluorescence endpoint;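 active means compounds whose normalised, plate-corrected inhibition of enzyme fluorescence in the single-dose primary screen is 50% or more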;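 further: 0% = DMSO with enzyme and 100% = substrate without enzyme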
MLLE-PAM2 inh: inhibitors of microRNA-mediated deadenylation, human PABP1 MLLE binding; P11940; GST-MLLE / FITC-PAM2 fluorescence polarization; inhibition, % at 20 µM; 0.36% of 360,000 active; in the data active means inhibition above about 35%, passing the limit was not always enough;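 further: plate controls were DMSO wells with GST-MLLE for no effect and wells lacking GST-MLLE protein for full effect; some results filed as inactive read as strong as hits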
Target sequence (P11940 whole entry, looked up): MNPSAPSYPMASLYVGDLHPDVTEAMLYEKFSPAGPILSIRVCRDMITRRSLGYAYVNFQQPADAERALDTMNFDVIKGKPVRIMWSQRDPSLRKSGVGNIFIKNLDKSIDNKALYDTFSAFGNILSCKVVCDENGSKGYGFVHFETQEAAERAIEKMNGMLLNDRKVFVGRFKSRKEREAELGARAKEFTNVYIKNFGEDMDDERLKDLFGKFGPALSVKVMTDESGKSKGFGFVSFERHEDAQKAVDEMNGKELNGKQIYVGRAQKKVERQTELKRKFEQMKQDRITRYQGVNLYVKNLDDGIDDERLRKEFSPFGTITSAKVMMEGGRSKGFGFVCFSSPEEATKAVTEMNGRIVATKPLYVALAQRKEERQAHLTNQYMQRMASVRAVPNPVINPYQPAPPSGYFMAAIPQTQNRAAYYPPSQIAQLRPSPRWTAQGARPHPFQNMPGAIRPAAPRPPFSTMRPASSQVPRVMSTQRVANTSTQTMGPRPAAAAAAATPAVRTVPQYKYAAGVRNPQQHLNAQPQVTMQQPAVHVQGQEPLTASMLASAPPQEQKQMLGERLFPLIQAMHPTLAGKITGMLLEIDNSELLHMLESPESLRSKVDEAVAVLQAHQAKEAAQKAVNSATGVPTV
SKN-1 inh: inhibitors of C. elegans SKN-1; C. elegans VP596 Pgst-4::GFP/RFP ratio, acrylamide-induced, 24 h; inhibition, % at 21.8 µM; 0.49% of 360,000 active; AID 624304;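 active means interference check ratio from 0.5 to 1.5 plus GFP to RFP signal ratio inhibition reaching or exceeding a fixed threshold, cut at about 30% in these data, passing the limit was not always enough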; further: some compounds called inactive have numbers as strong as hits
bovine MsrA act: activates bovine MsrA enzyme | purified bovine MsrA, absorbance read-out | 0.3% of 360,000 active | activation, % at 10.6 µM; in the data active means activation above about 7.5%;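 further: 0% = vehicle and 100% = reference activator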
MsrA inh: bovine MsrA inhibition. purified bovine MsrA, absorbance read-out. inhibition, % at 15.5 µM. 0.75% of 360,000 active; in the data active means inhibition above about 4.5%;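 further: 0% = vehicle wells with enzyme and 100% = reference inhibitor wells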
* marks the source's active call; other numbers are inactive results; / = no result given.

SMILES	E coli Lon inh	MT1-MMP act inh	NRP1-CendR mod	TbMetRS inhib	FAS TE block	MLLE-PAM2 inh	SKN-1 inh	bovine MsrA act	MsrA inh
COc1ccccc1NC(=O)N(C)C[C@@H]1OCc2cnnn2CCCC(=O)N([C@H](C)CO)C[C@H]1C	-4	0	4	-0.9	-5	-7	3	-1	0.7
Cc1ccc(S(=O)(=O)N2C[C@@H]3CCCC[C@@H]3[C@@H](C)[C@H]2CC(=O)c2ccccc2)cc1	-3	-5	2	-1.4	20	-9	21	-3	0.9
Cc1c(Cl)cccc1NC(=S)NCCc1ccc(Cl)cc1	4	2	6	-0.9	26	10	-7	-7	1.8
COc1ccc(/C=N/NC(=O)c2ccc(Br)o2)cc1Cn1cc([N+](=O)[O-])cn1	0	-1	1	-0.4	7	-9	9	-6	1.7
CCOc1ccccc1N1CC(C(=O)Nc2cc(Cl)ccc2C)CC1=O (stereo not given)	-4	2	1	0.5	14	-10	8	-2	-1.0
CC(C)CN(Cc1c(O)ccc2c3c(c(=O)oc12)CCC3)CC(C)C	-14	5	4	-1.5	-4	-2	-5	-9	-0.4
Cc1nc2cc(C(=O)OCC(=O)Nc3ccc(C#N)cc3)ccc2n1-c1ccccc1	16	1	-1	0.5	7	-3	8	-1	-0.7
O=C(Cc1ccc2c(c1)OCCO2)N1CCN(S(=O)(=O)c2cccs2)CC1	-4	-5	-10	-0.5	1	1	4	5	0.1
Cc1ccc2[nH]c3c(=O)n(Cc4ccco4)cnc3c2c1	1	1	-7	-0.3	-4	5	7	-3	-0.8
CCC(=O)c1ccc(OCC(O)CN2CCN(C(c3ccccc3)c3ccccc3)CC2)cc1 (stereo not given)	5	-10	10	-0.3	9	1	2	-6	-0.3
COc1ccc(/C=C/C(O)=C2/C(=O)NC3(C)CC2c2ccccc2O3)c(OC)c1OC (stereo not given)	5	-1	-4	0.1	0	-19	3	-2	1.4
O=C(CC(NCc1ccccn1)C(=O)O)Nc1ccccc1Cl (stereo not given)	9	-8	5	-0.1	-4	3	4	-1	1.0
C[C@@H]1CCCCO[C@H](CN(C)Cc2ccccc2)[C@@H](C)CN([C@H](C)CO)C(=O)c2cc(NS(=O)(=O)c3ccc(Cl)cc3)ccc2O1	-2	-7	-5	-1.3	5	-21	2	-1	0.7
N#CCSc1ccccc1NC(=O)COC(=O)Cc1c[nH]c2ccccc12	-22	-25	-20	0.0	-5	35	11	-4	-0.3
CC(=O)Oc1ccc(C(=O)c2ccccc2)c(OC(C)=O)c1	5	-2	8	-0.2	-6	5	1	-4	0.2
O=C(N/N=C/C=C\c1ccccc1[N+](=O)[O-])c1ccccn1	3	1	-3	0.1	-4	-1	3	-2	2.3
CCCCCC(C)NC(=O)c1cc(S(=O)(=O)N2CCCCC2)ccc1N1CCOCC1 (stereo not given)	22*	-2	4	-0.3	22	3	0	-2	-0.7
CCOC(=O)CN=C/C(C(C)=O)=C(/C)O	-8	2	-10	-0.7	-9	7	4	-6	1.4
Nc1ncnc2c1ncn2[C@@H]1O[C@H](CCC(=O)NCc2ccccc2)[C@@H](O)[C@H]1O	3	9	-13	0.0	-12	3	8	-4	-1.5
CCOC(=O)Cc1csc(NC(=O)c2c(-c3c(F)cccc3Cl)noc2C)n1	-15	-5	-12	-0.2	-4	-9	8	-2	0.7
COc1cccc(-n2ccnc2SCC(=O)Nc2cc(C)on2)c1	-11	2	-4	-0.4	-1	15	15	-2	0.9
CC(/C=C/C(=O)c1ccc(C)cc1)=C\c1ccccc1	2	2	5	-0.3	23	17	22	-1	1.1
CCOCCn1c(SCc2ccc(C)cc2)nc2c1c(=O)[nH]c(=O)n2C	1	2	-7	-1.7	-6	2	-11	-12	0.1
CCC(C)NC(=O)C1CCCN(c2nc(C)cc(OC)n2)C1 (stereo not given)	1	-1	0	-1.9	-5	6	2	-2	1.1
COc1ccccc1NC(=O)c1cc2c(CO)cnc(C)c2oc1=Nc1ccccc1	-5	-3	-19	-0.9	2	0	-9	-6	0.5
Cc1[nH][nH]c(=O)c1C(c1ccc(F)cc1)c1c(C)[nH][nH]c1=O	0	3	4	-0.1	-3	-3	-13	-1	-1.2
CCCCCCCC[n+]1c(C)n(-c2ccccc2)c2ccc(NC(C)=O)cc21	-1	-5	1	-0.3	-13	-127	3	-1	-0.7
O=C1[C@H]2[C@@H](c3ccc(Cl)cc3)N3C(=O)N(c4cccc(F)c4)C(=O)[C@@]3(Cc3ccc(Cl)cc3)[C@H]2C(=O)N1C1CCCCC1	0	0	24	0.1	96*	-12	-8	0	/
CC(C)c1ccc(NC(=O)CCS(=O)(=O)c2cccc3nonc23)cc1	-12	1	3	-0.1	14	7	17	-4	0.0
CN(Cc1ccccc1)S(=O)(=O)c1ccc(NS(C)(=O)=O)cc1	-1	-1	1	-0.2	-2	-3	-1	-2	0.9
O=C(CSc1nnc(COc2cccc3cccnc23)o1)c1ccc(F)cc1	-6	-11	-16	-0.4	-5	-40	10	-2	1.1
O=[N+]([O-])c1cccc(CSc2ncnc3ccccc23)c1	6	-7	-12	1.1	31	9	28	-1	0.5
COc1ccc(C(C)NC(=O)c2ccccc2Br)cc1OC (stereo not given)	-1	-2	-10	0.1	-7	-8	1	-1	-1.6
CC(C)=CCC/C(C)=C/CNC(=O)C[C@H]1C[C@H](C(=O)N(C(C)C)C(C)C)[C@@]2(C)c3[nH]c4ccc(Cl)cc4c3CCN2C1=O	6	-31	27*	0.1	12	2	12	3	-0.3
CCOc1ccc2[nH]c(=O)c(=O)[nH]c2c1	1	-4	-5	-0.6	-3	-14	9	-5	0.3
COc1ccc(C(C)=O)cc1COC(=O)CCC(=O)c1cccs1	-5	1	8	-0.3	2	-6	4	-4	1.4
N#Cc1ccc(NC(=O)c2cc(-c3cccs3)on2)cc1	-16	0	-4	-0.9	-3	8	2	-7	-1.9
O=S1(=O)CCC(SCc2nc3sccn3c2Br)C1 (stereo not given)	4	-1	3	-0.4	-9	0	0	-1	-0.4
O=C(C1CCCN(S(=O)(=O)c2cccc3nonc23)C1)N1CCN(c2ccccc2)CC1 (stereo not given)	-9	3	-4	-0.6	14	7	6	-2	-0.4
CCc1ccc(Nc2nc(C)cc(C)n2)cc1	2	-1	12	-0.2	1	-7	17	-2	-0.2
CC1CCN(C(=O)COC(=O)c2ccccc2NCCO)CC1	1	3	6	-0.3	-6	-50	-2	-5	2.8
O=[N+]([O-])c1ccc(N2CCN(CC(O)COc3ccccc3)CC2)cc1 (stereo not given)	-2	4	-4	0.0	5	-16	-18	-14	1.5
CCOC(=O)C(=CNc1ccc(NC2=NCC(C)S2)cc1)C(=O)OCC (stereo not given)	1	-16	-4	-0.5	-63	2	6	-1	3.5
O=C(Cc1ccc([N+](=O)[O-])cc1)NCC1CCCO1 (stereo not given)	-1	-3	-1	2.1	-4	4	4	-2	-1.6
Cc1cc(C)c(S(=O)(=O)N(C)CC(=O)NCc2ccncc2)c(C)c1	1	-1	12	-1.7	-3	0	-7	-13	0.1
O=C(/C=C/c1ccccc1Cl)NCCN1CCOCC1	-2	3	3	-0.1	-4	-3	4	-1	0.3
CCN(CC(=O)Nc1ccc(S(=O)(=O)N2CCCC2)cc1)CC(=O)Nc1cccc(OC)c1	2	-1	5	-0.3	-3	-5	5	-4	0.5
CCS(=O)(=O)N1CCC(N2CCC(C)CC2)CC1	1	0	-4	-0.7	-8	5	-4	-10	1.6

Structural class: those above containing two or more sulfur atoms.
SMILES	E coli Lon inh	MT1-MMP act inh	NRP1-CendR mod	TbMetRS inhib	FAS TE block	MLLE-PAM2 inh	SKN-1 inh	bovine MsrA act	MsrA inh
O=C(Cc1ccc2c(c1)OCCO2)N1CCN(S(=O)(=O)c2cccs2)CC1	-4	-5	-10	-0.5	1	1	4	5	0.1
CN(Cc1ccccc1)S(=O)(=O)c1ccc(NS(C)(=O)=O)cc1	-1	-1	1	-0.2	-2	-3	-1	-2	0.9
O=S1(=O)CCC(SCc2nc3sccn3c2Br)C1 (stereo not given)	4	-1	3	-0.4	-9	0	0	-1	-0.4

(continued)
SMILES	E coli Lon inh	MT1-MMP act inh	NRP1-CendR mod	TbMetRS inhib	FAS TE block	MLLE-PAM2 inh	SKN-1 inh	bovine MsrA act	MsrA inh
CCS(=O)(=O)N1Cc2ccccc2CC1C(=O)Nc1ccc(NC(C)=O)cc1 (stereo not given)	-9	1	10	-0.2	-1	-50	-6	0	1.0
O=C(NNC(=O)c1ccccc1-n1cccc1)c1cccc(Cl)c1	-5	-4	-4	-0.2	-9	0	21	-11	-0.3
COc1ccccc1CC(=O)NNC(=O)c1ccco1	-10	-4	-5	-0.4	-6	3	-1	-1	0.9
O=C(NCc1cccnc1)C1CCCCN1S(=O)(=O)c1ccc(F)cc1 (stereo not given)	-11	-1	-5	-0.2	-5	6	-8	-3	-0.1
CC1(C(=O)NCCc2ccccc2)Cc2c(-c3ccc4c(c3)OCO4)ccnc2O1 (stereo not given)	-26	-11	-4	0.1	3	0	-2	-2	-0.1
COc1ccc(NC(=O)C2CCCN(S(=O)(=O)c3c(C)n[nH]c3C)C2)cc1OC (stereo not given)	-12	0	16	-0.2	-4	-9	-2	-2	-0.4
Cc1c(C(=O)NCc2ccccn2)oc2c(Cl)cccc12	9	/	-2	-0.8	-7	0	8	-13	0.5
CN(C)c1ccnc(Oc2ccc(F)cc2)c1C#N	-7	2	14	0.0	0	-2	4	-2	-0.3
CCC1=C2CC[C@H]3C(=O)N(C)C(=O)[C@H]3[C@H]2[C@@]2(Cc3ccccc3)C(=NCCOC)OC(=O)N2C1=O	-6	-4	4	-0.2	-7	-1	-1	0	1.8
CC1=CC(C)(C)NC(=S)N1c1ccccc1	14	-2	2	0.3	-6	13	9	-1	0.8
CCCCN(C)C1CCN(C(=S)Nc2cccc(SC)c2)CC1	-6	10	0	-0.3	-7	-22	0	-5	-1.8
CCN1CCN(P2(=O)C=C(c3ccccc3)OC(c3ccccc3)=C2)CC1	2	2	2	-1.8	-10	-1	-3	-5	0.0
O=C(Nc1cccnc1)c1ccc(NS(=O)(=O)c2cccc([N+](=O)[O-])c2)cc1	5	3	2	-0.8	2	4	-7	-6	-1.1
Cc1cc(C)c(NC(=O)CSCc2c(C)noc2C)c(Cl)c1	-9	0	-7	-0.2	-3	-3	-6	-3	-1.1
CCOC(=O)c1sc(NC(=O)CCCCl)nc1C	7	4	-2	0.1	-8	1	14	-1	-1.8
O=C(NCc1ccccc1)C(c1ccncc1)n1c(=O)c(-c2ccccc2)nc2ccccc21 (stereo not given)	/	-6	-5	-1.0	/	/	-4	/	1.6
Cc1cc(=O)n2[nH]cnc2n1	-27	0	1	0.2	-8	5	11	1	0.1
Cc1ccc(-c2cnc(C(O)c3cc(F)cc(Cl)c3)[nH]2)cc1 (stereo not given)	-2	6	-2	10*	-2	-3	30	-2	-1.2
Cc1cc(C(F)(F)F)n(-c2nc(C(=O)Nc3cccnc3)cs2)n1	0	-3	14	-0.3	0	6	6	-3	0.4
O=S(=O)(c1ccc(Cl)nc1)N(Cc1ccccc1)Cc1ccccc1	3	-10	-9	0.3	31	-1	15	-2	0.4
